PGE2 EP2 inh: human EP2 receptor antagonists, primary screen, TR-FRET cAMP, C6 glioma cells; Prostaglandin E2 receptor EP2 subtype (Homo sapiens), P43116; 0.52% of 260,000 active; C6 glioma cells expressing human EP2; cells stimulated with saturating PGE2; inhibition, % at 25 µM;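 active = percent inhibition above 40 after rounding to a whole number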;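 also: rat C6 glioma host cells with rolipram phosphodiesterase inhibitor present; the protocol text gives 20 µM as final concentration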
Target sequence (P43116 whole entry, looked up): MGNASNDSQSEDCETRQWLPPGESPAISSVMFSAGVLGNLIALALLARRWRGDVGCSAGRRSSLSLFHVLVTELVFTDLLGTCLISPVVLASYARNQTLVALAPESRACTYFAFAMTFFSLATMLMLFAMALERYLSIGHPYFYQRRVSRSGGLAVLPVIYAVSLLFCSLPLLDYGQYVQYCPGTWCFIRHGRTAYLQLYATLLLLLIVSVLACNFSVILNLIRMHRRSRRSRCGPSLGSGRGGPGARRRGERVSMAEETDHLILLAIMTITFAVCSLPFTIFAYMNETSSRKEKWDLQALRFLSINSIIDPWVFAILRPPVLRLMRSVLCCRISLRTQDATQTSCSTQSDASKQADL
EP2 mod: EP2 receptor modulators, cAMP readout, primary screen, cell-based, HTRF cAMP, PGE2 stimulation; EP2-expressing cells, cAMP HTRF FRET, PGE2 co-stimulation; induction, % at 25 µM; 0.83% of 260,000 active; AID 940, 2007;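 active = compounds whose cAMP rise, as percent of the full-agonist control response, exceeds 60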;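 also: rat C6 glioma line stably carrying human EP2 under a CMV promoter; the protocol text gives 20 µM as final concentration; 100% = response of wells given 1 µM PGE2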
An asterisk follows results filed as active; & = joins results of further samples. A portion of the library (hit frequency here may not be typical).

SMILES	PGE2 EP2 inh	EP2 mod
O=C(CN1C2CCC1CC(O)(c1ccccn1)C2)Nc1ccccc1F (stereo not drawn)	5	-7
CCCn1ncc(CN2C3CCC2CC(O)(c2ccccc2F)C3)c1C (stereo not drawn)	10	-20
c1ccc2[nH]c(C3CCNCC3)nc2c1	7	-7
O=C(O)c1cc[c]([Hg][S]c2ncnc3nc[nH]c23)cc1	33	8
Nc1nnnn1CCO	11	32
COc1ccc(CCN)cc1O	20&14	13
Cc1ccc2[nH]c(=O)c(CN(CCO)C3(c4nnnn4C4CCCC4)CCCCC3)cc2c1	9	22
N#C/C(=C\c1cccc(O)c1)C(=O)O	11	19
C#CCOc1ccc(CN2C3CCC2CC(O)(c2ccccc2F)C3)cc1 (stereo not drawn)	3	-56
COc1cc(C)c(CN2C3CCC2CC(O)(c2nccn2C)C3)cc1OC (stereo not drawn)	6	-19
NC1(CO)COC(c2cccnc2)OC1 (stereo not drawn)	7	23
Cc1ccc2[nH]c(C)c(CC(=O)N(CCN(C)C)C3CCN(C)CC3)c2c1	9	7
CCn1nc(CC(=O)N(CCN(C)C)C2CCCCC2)c2ccccc2c1=O	4	-16
COc1cccc2c1C(=O)c1c(O)c3c(c(O)c1C2=O)C[C@](O)(/C(C)=N/O)C[C@@H]3O[C@@H]1C[C@H](N)[C@@H](O)[C@H](C)O1	46*	8
ClC(Cl)=C(c1ccc(Cl)cc1)c1ccc(Cl)cc1	8	-6
C=CCC1(C(C)CCC)C(=O)N=C(S)NC1=O (stereo not drawn)	12	26
NCCSC(c1ccccc1)c1ccccc1	11	-16
COc1cccc(CN2CCN(C(=O)COc3ccc(Cl)cc3)CC2)c1OC	11	-47
COc1ccc(C(CN(C)C)C2(O)CCCCC2)cc1 (stereo not drawn)	10&18	-12
COC(=O)c1cn(Cc2ccccc2F)c2ccccc12	10	39
CC[C@]12C=CCN3CC[C@@]4(c5ccc(OC)cc5N(C)C4[C@@](O)(C(=O)OC)[C@@H]1OC(C)=O)[C@@H]32 (stereo partly drawn)	14	17
CCOc1cc(CN2CCN(C(CC)CC)CC2)ccc1OC	8	4
NC1CCc2cc(O)c(O)cc2C1 (stereo not drawn)	22	6
Cc1ccc(-c2nc3ccc(C)cn3c2CC(=O)N(C)C)cc1	20&15	-5
O=C1CC2OCC=C3CN4CC[C@]56c7ccccc7N1C5[C@H]2[C@H]3CC46 (stereo partly drawn)	11	-2

The listing continues.
SMILES	PGE2 EP2 inh	EP2 mod
NNC(=O)c1ccc(O)cc1	14	-8
CN(C)CCN(C(=O)Cc1n[nH]c(=O)c2ccccc12)C1CCCC1	7	-25
Cc1ccc(N=CN(C)C=Nc2ccc(C)cc2C)c(C)c1	12	0
Oc1ccc2c3c1O[C@H]1c4oc5ccccc5c4C[C@@]4(O)C(C2)N(CC2CC2)CCC314 (stereo partly drawn)	11	4
CCCc1nc2ccccc2c(=O)n1-c1ccccc1	11	17
Cc1cc(C)c2[nH]c(=O)c(CN(CCCO)C3(c4nnnn4C4CCCCC4)CCCCC3)cc2c1	12	20
C[As+](C)(c1ccc(Br)c([N+](=O)[O-])c1)c1ccc(Br)c([N+](=O)[O-])c1.O=[N+]([O-])O	44*	20
C[C@]12CCC3C(CC[C@H]4C[C@H](O)CC[C@]34C)C1CC[C@@H]2C(=O)CO (stereo partly drawn)	12	41
CC(O)C(C)OC(=O)[C@@H]1C[C@@H]2c3cccc4c3c(cn4C(C)C)C[C@H]2N(C)C1 (stereo partly drawn)	14	-1
CCN(CC)c1ncnc2c1ncn2[C@@H]1O[C@H](COP(=O)(O)OP(=O)(O)C(Br)(Br)P(=O)(O)O)[C@@H](O)[C@H]1O	6	2
[N-]=[N+]=CC(=O)OCC(N)C(=O)O (stereo not drawn)	10	19
C(=NCCN1CCOCC1)=NC1CCCCC1	10	26
Nc1ccc(NC2=NCCCS2)cc1	5	-7
CN(C)CCN(C(=O)Cc1ccc2c(c1)OCCO2)C1CCN(C)CC1	1	-53
CC1(C)C2CC(=O)[C@]3(C)C(CC[C@@]4(C)[C@H](c5ccoc5)OC(=O)C5OC543)[C@@]2(C)[C@@H](O)C[C@H]1O (stereo partly drawn)	20	-25
CCCn1nc(CC(=O)N(C)CCN2CCCCC2)c2ccccc2c1=O	6	-8
C[N+](C)(C)CCOC(=O)CBr	8	27
O=P(O)(O)c1ccccc1 (tested in a mixture with another compound)	11	25
CC(=O)OC1CCC23C(=O)OC45CCC(C6=CC(=O)OC6)C4(C)CCC2C5CCC3(O)C1 (stereo not drawn)	9	2
CC1=CC(=O)c2c(O)cccc2C1=O	79*	-34
Cc1ccc(S(=O)ON2CCC(C(=O)O)(c3ccccc3)CC2)cc1 (stereo not drawn)	45*	20
CC[C@H]1CN2CCC1C[C@@H]2[C@@H](O)c1ccnc2ccc(OC)cc12 (stereo partly drawn)	16	-1
O=P(O)(O)C(Cl)(Cl)P(=O)(O)O	10	8
CCN1C[C@@]2(COC)C3[C@@H](OC)[C@H]4[C@@H]1[C@]3(C(OC)C[C@H]2O)C1C[C@@]2(O)[C@H](OC(=O)c3ccccc3)C1[C@]4(OC(C)=O)[C@@H](O)[C@@H]2OC (stereo partly drawn)	12	7
Cn1nc(CC(=O)N2CCCCC2CN2CCCC2)c2ccccc2c1=O (stereo not drawn)	6	-33

Next part
SMILES	PGE2 EP2 inh	EP2 mod
CNC(C)(C)Cc1ccccc1	11	7
Cc1ccc2[nH]c(C)c(CC(=O)N(CCN(C)C)Cc3ccc(F)cc3)c2c1	7	-92
Cc1nc(-c2ccc(-c3ccc(C(=O)N4CCc5cc6c(cc54)C4(CCN(C)CC4)CO6)cc3)c(C)c2)no1	15	-4
NC(=O)c1ccc(N)nc1	7	12
COc1ccc2c(c1)/C(=C/c1cnc[nH]1)C(=O)N2	8	14
Cc1cc(O)ccc1Cl	18	-29
CCC(CC)N1CCN(Cc2ccc(OC)cc2)CC1	5	-78
NC[C@@H](O)CSP(=O)(O)O	12	5
COC(=O)Cn1cc(C(=O)c2ccccc2F)c2ccccc21	10	18
CC(C)(C)C(=O)CP(=O)(O)O	13	12
O=C(O)[C@@H](Br)[C@H](Br)C(=O)O	16	20
OC(CN1CC=C(c2ccc(F)cc2)CC1)c1ccc2c(c1)OCCO2 (stereo not drawn)	10	-85
CC(C)CCC1(CCN)C(=O)NC(=O)NC1=O	7	10
S=C(NC1CCCCC1)N1CCC(c2cnc[nH]2)CC1	17&10	12
CN1CCc2cc3c(cc2C1O)OCO3 (stereo not drawn)	13	16
CC1(C)[C@@H]2CC[C@@]1(C)CN(CCC[N+](C)(C)C)C2	41*	14
O=C(c1ccccc1)[C@H]1[C@H](c2ccccc2[N+](=O)[O-])N1C1CCCCC1 (stereo partly drawn)	9	43
CC(=O)OC1CC[C@@]2(C)C(CCC3C2CC[C@]2(C)C(C4=CC(=O)OC4)C(OC(C)=O)CC32O)C1 (stereo partly drawn)	10	-4
Cc1ccc2[nH]c(=O)c(CN(Cc3ccco3)C3(c4nnnn4C4CCCC4)CCCCC3)cc2c1	17	6
COC[C@H]1OC(=O)c2coc3c2[C@@]1(C)C1=C(C3=O)C2CCC(=O)[C@@]2(C)C[C@H]1OC(C)=O (stereo partly drawn)	15	50
C[C@@H]([C@H](O)c1ccccc1)N(C)C	14	-11
CC12CN3CC(C)(CN(C1)C3c1cccnc1)C2 (stereo not drawn)	4	-3
Cn1ccnc1C1(O)CC2CCC(C1)N2CC(C)(C)CN1CCOCC1 (stereo not drawn)	2	-9
CCC(=O)Nc1ccc(Cl)c(Cl)c1	13	-15
CN(C)CS/C(N)=N/[C@H](O)C(Cl)(Cl)Cl	5	30

Next part:
SMILES	PGE2 EP2 inh	EP2 mod
COc1ccc(C(=O)Cn2c(NCCCl)nc3ccccc32)cc1	3	-30
CC(N)c1cccc(Cl)c1Cl (stereo not drawn)	17	2
CCOC(=S)SCc1nc2ccccc2c(=O)n1-c1cccc(C(F)(F)F)c1	8	-28
C#CCOc1ccc(CN2C3CCC2CC(O)(c2nccn2C)C3)cc1OC (stereo not drawn)	4	-15
CCN(CCN(C)C)C(=O)Cc1nn(C)c(=O)c2ccccc12	3	-30
CCCN(CCC)c1c([N+](=O)[O-])cc(C(F)(F)F)cc1[N+](=O)[O-]	8	-2
CN(C)CCN(Cc1ccccc1F)C(=O)Cc1cn2ccsc2n1	5	4
CCCCSP(=O)(SCCCC)SCCCC	13	26
NC(=O)c1ccc(OCC(O)CN2CC=C(c3ccc(F)cc3)CC2)cc1 (stereo not drawn)	18	-31
CSc1nc2ccccc2c(=O)n1-c1ccccc1C	10	49
COc1ccc(-c2nc(C)sc2CC(=O)N(C)CCN(C)C)cc1OC	3	-14
OC12CCCCC1CN(Cc1ccc3ncccc3c1)CC2 (stereo not drawn)	7	-8
CC(C)c1cccc(C(C)C)c1O	9&8&13	15&28
COc1ccc(CN2CCN(C(=O)COc3ccccc3)CC2)c(OC)c1OC	7	-76
CCCSc1ncc(CN2C3CCC2CC(O)(c2ccc(OC)cc2)C3)cn1 (stereo not drawn)	3	-61
CCc1ccc(CN2CCNCC2)cc1	8	10
ClCC[N+]12CC[N+](CCCl)(CC1)C2 (tested in a mixture with another compound)	46*	13
CCOc1cc(CN2CCN(C(=O)COc3cccc(C)c3)CC2)ccc1OC	6	-51
CCCn1nc(CC(=O)N2CCCCC2CN2CCCCC2)c2ccccc2c1=O (stereo not drawn)	5	-8
COc1c2c(c(CC=C(C)C)c3oc(=O)c(-c4ccc(O)cc4)c(O)c13)OC(C)(C)C=C2	4	2
COP(=S)(OC)Oc1ccc(SC)c(C)c1	9	29
C=CCOc1c(CN2C3CCC2CC(O)(c2ccc(OC)cc2)C3)cccc1OC (stereo not drawn)	0	-20
N[C@H](Cc1c[nH]c2ccccc12)P(=O)(O)O	9	5
O=P(O)(O)CCP(=O)(O)O	8	31
O=C(CN1C(=O)CN=C(c2ccccc2Cl)c2c1sc1c2CCCC1)NCc1cccs1	10	-74

Full records from above. Screens in order: PGE2 EP2 inh | EP2 mod
C(=NCCN1CCOCC1)=NC1CCCCC1 as listed: 10 | 26
CN(C)CCN(C(=O)Cc1ccc2c(c1)OCCO2)C1CCN(C)CC1 as listed: 1 | -53
O=C(c1ccccc1)[C@H]1[C@H](c2ccccc2[N+](=O)[O-])N1C1CCCCC1 (stereo partly drawn) as listed: 9 | 43

Next structures follow:
SMILES	PGE2 EP2 inh	EP2 mod
C=CCc1cc(OC)c2c(c1OC)OCO2	8	37
c1ccc2c(CCNC3CCNCC3)c[nH]c2c1	8	-78
Cc1[nH]c2ccccc2c1CN(C)C	13	-4
Cc1o[nH]c(=O)c1CC(N)C(=O)O (stereo not drawn)	12	7
CCCn1c(C)c(C(=O)c2ccc3ccccc3c2)c2ccccc21	11	36
Cc1nc(CC(=O)N(CCN(C)C)Cc2ccccc2F)cs1	9	-11
COc1ccc2c(c1)C(=O)CC1(CCNCC1)O2	5	-49
O=C(O)CF	9	31
C=CCN1CC[C@]23c4c5ccc(O)c4O[C@@H]2/C(=N/N=C2\CC[C@@]4(O)C6Cc7ccc(O)c8c7[C@@]4(CCN6CC=C)[C@@H]2O8)CC[C@@]3(O)C1C5	8	-1
CCCCC[CH2][Hg][n+]1c[nH]c2nc(N)[nH]c(=S)c21	100*	-28
COc1cc(CN2C3CCC2CC(O)(c2ccccc2F)C3)ccc1OC(C)C (stereo not drawn)	6	-23
C#CCOC(=O)C1=CCCN(C)C1	8	30
N[C@@H](Cn1cc(I)c(=O)[nH]c1=O)C(=O)O	12	18
O=C(CN1C2CCC1CC(O)(c1ccccn1)C2)NCc1ccc(F)cc1 (stereo not drawn)	1	-25
OC[C@@H]1CCCN2CCCC[C@H]12	8	-18
CCC(N)C(O)c1ccc(O)c(O)c1 (stereo not drawn)	12	74*
N=C(N)n1cc(/C=N/N=C(N)N)cn1	10	8
CC1(C)C(C(Cl)Cl)C2(Cl)C(Cl)C(Cl)C1(Cl)C2(Cl)Cl (stereo not drawn)	9	31
CCn1ncc(CN2C3CCC2CC(O)(c2ccccc2F)C3)c1C (stereo not drawn)	9	-22
CCCn1c(C(=O)c2ccc(OC)c(OC)c2)nc2ccccc21	15	34
COc1cccc(/C=C2\C(=O)C3CCN2CC3)c1OC	11	-34
O=c1[nH]oc2c1CCNC2	12&7	21&7

Among those listed so far, these have an NH in an aromatic ring:
SMILES	PGE2 EP2 inh	EP2 mod
c1ccc2[nH]c(C3CCNCC3)nc2c1	7	-7
O=C(O)c1cc[c]([Hg][S]c2ncnc3nc[nH]c23)cc1	33	8
Cc1ccc2[nH]c(=O)c(CN(CCO)C3(c4nnnn4C4CCCC4)CCCCC3)cc2c1	9	22
Cc1ccc2[nH]c(C)c(CC(=O)N(CCN(C)C)C3CCN(C)CC3)c2c1	9	7
CN(C)CCN(C(=O)Cc1n[nH]c(=O)c2ccccc12)C1CCCC1	7	-25
Cc1cc(C)c2[nH]c(=O)c(CN(CCCO)C3(c4nnnn4C4CCCCC4)CCCCC3)cc2c1	12	20
Cc1ccc2[nH]c(C)c(CC(=O)N(CCN(C)C)Cc3ccc(F)cc3)c2c1	7	-92
COc1ccc2c(c1)/C(=C/c1cnc[nH]1)C(=O)N2	8	14
S=C(NC1CCCCC1)N1CCC(c2cnc[nH]2)CC1	17&10	12
Cc1ccc2[nH]c(=O)c(CN(Cc3ccco3)C3(c4nnnn4C4CCCC4)CCCCC3)cc2c1	17	6
N[C@H](Cc1c[nH]c2ccccc12)P(=O)(O)O	9	5
c1ccc2c(CCNC3CCNCC3)c[nH]c2c1	8	-78
Cc1[nH]c2ccccc2c1CN(C)C	13	-4
Cc1o[nH]c(=O)c1CC(N)C(=O)O (stereo not drawn)	12	7
CCCCC[CH2][Hg][n+]1c[nH]c2nc(N)[nH]c(=S)c21	100*	-28
N[C@@H](Cn1cc(I)c(=O)[nH]c1=O)C(=O)O	12	18
O=c1[nH]oc2c1CCNC2	12&7	21&7

Screens as filed in PubChem.
